12-LOX inh: blocks human arachidonate 12S-lipoxygenase; P18054; purified 12hLO, xylenol orange hydroperoxide absorbance; Potency, µM (top dose mostly 108 µM), inactives show at the highest dose activity change, negative = inhibition, actives largely listed as inhibitors; 580,000 compounds, 1.1% hits; further: potency means the concentration at half of the fitted maximal effect; on the % scale 0 is the no-effect control and ±100 the full control effect
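Purified human 12hLO at 150 nM in 25 mM Hepes, 0.01% Triton X-100, pH 7.0, preincubated 15 min at room temperature with compound. Reaction started with 40 uM arachidonic acid, 30 min at room temperature. Hydroperoxide measured by Fe-xylenol orange, 573/405 nm absorbance ratio.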
TRHR ag: TRH receptor (human) agonism; activation, % at 2 µM; 360,000 compounds, 0.18% hits; TRHR cells, calcium flux fluo-8, FDSS agonist mode; AID 493084; P34981; in the data active means activation above about 30%; further: 0% is about no effect
Target sequence (P34981 whole entry, looked up): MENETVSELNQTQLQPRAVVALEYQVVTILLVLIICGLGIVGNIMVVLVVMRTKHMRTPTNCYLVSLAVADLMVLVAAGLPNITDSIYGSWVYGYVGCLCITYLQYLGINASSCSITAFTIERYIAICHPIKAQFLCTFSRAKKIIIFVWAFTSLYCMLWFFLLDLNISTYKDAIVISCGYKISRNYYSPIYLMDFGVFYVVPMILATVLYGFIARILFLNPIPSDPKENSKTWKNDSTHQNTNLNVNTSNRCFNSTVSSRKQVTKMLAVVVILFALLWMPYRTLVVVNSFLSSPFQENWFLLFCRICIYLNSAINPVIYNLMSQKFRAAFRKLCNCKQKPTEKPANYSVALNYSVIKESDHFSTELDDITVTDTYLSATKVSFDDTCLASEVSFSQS
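In this calcium-flux screen, cells bearing human TRHR are dye-loaded with fluo-8, baselined for 10 cycles, then exposed to library compounds; positive kinetic calcium responses during the agonist phase mark hits, with TRH as control.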
BLM helicase inh: blocks DNA unwinding by human BLM helicase; P54132; recombinant BLM DNA unwinding, fluorescence dequenching; Potency, µM (series often up to 56.1 µM), without a hit: top-dose activity change, negative = inhibition, usual class: inhibitors; 350,000 compounds, 0.2% hits;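 further: potency means the concentration at half of the fitted maximal effect; plate controls were vehicle for no effect and no enzyme for full effect; nearly all actives have a fitted effect of over 35% in size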
POLI inh: inhibitors of human DNA polymerase iota. 390,000 compounds, 1% hits. Potency, µM (highest dose often 115 µM), for the others: at the top dose activity, negative = inhibition, usual class: inhibitors. Q9UNA4. Pol iota fluorescent replication assay, 10 min; further: potency means the concentration at half of the fitted maximal effect
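Pol iota at 10 nM preincubated 15 min with compounds at room temperature; reaction started with fluorescent substrate, 50 nM final. Fluorescence read kinetically at 0 and 10 min; buffer-only wells as negative control.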
POLB inh: blocks human DNA polymerase beta activity; P06746; Pol beta primer extension/strand displacement, fluorescence kinetic; Potency, µM (top dose mostly 114 µM), for inactives: at the top dose activity change, negative = inhibition, actives largely listed as inhibitors; 340,000 compounds, 1.3% hits; AID 485314; further: potency means the concentration at half of the fitted maximal effect; on the % scale 0 is the no-effect control and ±100 the full control effect
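Curves were derived by four-parameter Hill fits of normalized qHTS data. The kinetic fluorescent primer-extension read was taken at 0 and 10 min after 50 nM substrate, following a 15 min room-temperature preincubation of 10 nM enzyme with compounds.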
APE1 inh: inhibitors of human APE1 endonuclease. recombinant APE1, TAMRA/BHQ-2 abasic DNA cleavage fluorescence. Potency, µM (top dose mostly 65.8 µM), inactives show top-dose activity change, negative = inhibition, usual class: inhibitors. 350,000 compounds, 0.35% hits;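 further: potency means the concentration at half of the fitted maximal effect; plate controls were vehicle for no effect and reference inhibitor for full effect; nearly all actives have a fitted effect of over 55% in size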
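Activity was derived from the fluorescence gain between first and third kinetic reads (60 s intervals, ex 525/em 598 nm) after 50 nM THF-abasic TAMRA/BHQ-2 duplex was added to 0.75 nM APE1 preincubated 15 min with compound.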
ERG Ets-DNA blk: inhibitors of human ERG Ets domain-DNA interaction. P11308. fluorescence polarization, His-ERG Ets domain / labelled DNA. Potency, µM (titrated, usually from 76.9 µM), for inactives: at the top dose FP activity, negative = inhibition, most hits filed as inhibitors. 370,000 compounds, 0.028% hits; active means well fitted inhibition curve with a large enough effect in the polarisation, with a control signal flat; inconclusive means small, poorly fitted or top-dose-only effect, or effect the other way, or a change in a side signal; inactive means no such curve, though single readings can be large or run the other way; the % refers to the polarisation;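 further: polarization taken with two DNA probes labelled with fluorescein and Texas red; potency means the concentration at half of the fitted maximal effect; % of control where 0% means no effect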
Target sequence (P11308 whole entry, looked up, the tested form may be a part): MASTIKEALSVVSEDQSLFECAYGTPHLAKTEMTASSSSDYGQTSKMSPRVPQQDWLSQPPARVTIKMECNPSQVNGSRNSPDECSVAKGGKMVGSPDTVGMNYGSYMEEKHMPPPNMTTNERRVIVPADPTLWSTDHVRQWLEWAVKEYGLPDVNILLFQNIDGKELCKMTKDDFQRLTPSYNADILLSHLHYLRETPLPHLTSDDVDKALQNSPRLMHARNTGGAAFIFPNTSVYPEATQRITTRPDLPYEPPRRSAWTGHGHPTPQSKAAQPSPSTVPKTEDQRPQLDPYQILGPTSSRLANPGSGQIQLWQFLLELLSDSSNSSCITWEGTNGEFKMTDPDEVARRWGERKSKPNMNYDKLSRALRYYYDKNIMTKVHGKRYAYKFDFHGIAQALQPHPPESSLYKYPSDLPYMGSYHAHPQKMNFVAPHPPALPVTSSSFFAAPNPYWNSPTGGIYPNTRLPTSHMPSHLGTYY
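His-tagged ERG Ets domain (1 uM in the protein solution; 300mM KCl, 50mM Tris-HCl, 1mM EDTA, 1mM DTT, pH 7.5) received compound, then a probe mix of 5 nM fluorescein-DNA and 100nM Texas-615-DNA. Fluorescence polarization was read for both dyes.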
Anesthetic bind: binds horse apoferritin like a general anesthetic; apoferritin/1-aminoanthracene competitive binding, fluorescence; Potency, µM (doses to about 77.5 µM), without a hit: at the top dose activity change, negative = displacement, most hits filed as inhibitors; AID 485281; 350,000 compounds, 0.074% hits; further: potency means the concentration at half of the fitted maximal effect; on the % scale 0 is the no-effect control and ±100 the full control effect; nearly all actives have a fitted effect of over 20% in size
Target sequence (P02791 2-175 limits assumed): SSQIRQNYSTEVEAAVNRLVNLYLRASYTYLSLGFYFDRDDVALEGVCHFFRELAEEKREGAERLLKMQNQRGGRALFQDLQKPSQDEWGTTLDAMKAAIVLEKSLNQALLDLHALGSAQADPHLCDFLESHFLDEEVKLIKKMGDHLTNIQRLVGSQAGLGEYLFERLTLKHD
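Apoferritin-based anesthetic binding model; compound displacement of fluorescent 1-AMA measured as endpoint fluorescence after 10 minutes at room temperature, scaled to free-ligand and complex controls.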
Pol kappa inh: inhibitors of human DNA polymerase kappa. Q9UBT6. purified Pol kappa, fluorescent DNA synthesis assay, 10 min. Potency, µM (doses to about 107 µM), without a hit: top-dose activity, negative = inhibition, usual class: inhibitors. 400,000 compounds, 0.53% hits. AID 588579; further: potency means the concentration at half of the fitted maximal effect; on the % scale 0 is the no-effect control and ±100 the full control effect
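First, compounds were pin-transferred onto 10 nM Pol kappa. After 15 min at room temperature, substrate was added to 50 nM final. Fluorescence was then measured kinetically at 0 and 10 min.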
Numbers without * were called inactive; ? = inconclusive; . = no result given; [ ] = remark or other dose. Unless noted, the call rests on the fitted dose curve; in most records, active means well fitted curve in the direction sought with a large enough effect; inconclusive means small, poorly fitted or top-dose-only effect, or another doubt; inactive means no such curve, though single readings can be large; an effect the other way counts as inactive or inconclusive.

SMILES | 12-LOX inh | TRHR ag | BLM helicase inh | POLI inh | POLB inh | APE1 inh | ERG Ets-DNA blk | Anesthetic bind | Pol kappa inh
O=C(CSc1nnc(Nc2ccccc2)s1)Nc1cccnc1Cl | 5% | 0.2 | 3% | 2% | 5% | -4% | 12% | -14% | -2%
Cc1cccc(NC(=O)CSc2nc(-c3ccco3)nc3cc(=O)[nH]n23)c1 | 10% | 0.2 | -5% | ? | ? | 63%[activator] | -1% | -12% | -6%
O=C(C1CCCN(S(=O)(=O)c2cccc3cccnc23)C1)N1CCN(c2ccc(F)cc2)CC1 (stereo not drawn) | 316%[activator] | -0.8 | -1% | 2% | 8% | -1% | -2% | ? | 3%
C[C@H](NC(N)=O)C(=O)Nc1ccc2c(c1)OCO2 | 4% | -1.0 | 2% | 17% | 27% | 22% | 1% | 5% | -1%
O=C(N/N=C/c1cn(-c2ccccc2)nc1-c1cccnc1)c1cccnc1 | 4% | 0.1 | 6% | -1% | -16% | 2% | 12% | -9% | 22%
CCOc1ccc(NC(=S)Nc2ccccc2C2(C)CC2)cc1 | ? | 0.0 | -12% | 45%[activator] | 2% | 1% | -5% | -20% | -10%
CS(=O)(=O)NCCOc1ccc(S(=O)(=O)NCCOc2ccccc2)cc1 | -5% | 0.0 | -3% | 94%[activator] | 2% | 2% | -1% | -2% | -8%
CCOC(=O)c1c(NC(=S)N2CCN(C)CC2)sc2c1CCN(C(=O)OCC)C2 | ? | -0.8 | -6% | 21% | -13% | -9% | -1% | 5% | -10%
O=C(O)/C=C/C(=O)Nc1ccc(OC(F)F)cc1 | 11% | 0.0 | -3% | 3% | -11% | 3% | -14% | -13% | 7%
CCCc1nnc(SCc2ccc(OC)cc2)n1N | 0% | 0.4 | -4% | 12% | 0% | -7% | 3% | 3% | -5%
Cc1ccc(C)c(C(=O)OCC(=O)Nc2cccc(S(=O)(=O)NC3=NCCCCC3)c2)c1 | -10% | -1.1 | -5% | 79%[activator] | 16% | -2% | -4% | -19% | -14%
COc1cc(NC(=O)CCc2nnc3ccc(N4CCC(C)CC4)nn23)cc(OC)c1 | 5% | 1.4 | -3% | 14% | -20% | 36% | 1% | 4% | 0%
O=C(Nc1ccc(C(=O)N2CCOCC2)cc1)c1cccs1 | 0%[57.4 µM] | -2.0 | -2% | -9% | 0% | -1% | -5% | -8% | 4%
CCOC(=O)C1CCN(C(c2cc3cc(C)cc(C)c3[nH]c2=O)c2nnnn2C2CCCCC2)CC1 (stereo not drawn) | -4% | . | . | 22% | . | . | 1% | . | 1%
COCCNC(=O)C1CCN(Cc2cccc(OCc3ccccc3)c2)CC1 | ? | 0.1 | -1% | 22% | 2% | -6% | -5% | -2% | -10%
c1ccc2c(c1)oc1c(NCCCN3CCOCC3)ncnc12 | ? | 0.3 | -8% | -2% | -8% | 1% | -6% | -3% | -3%
COc1ccc(NC(=S)NNC(=O)CCn2cc([N+](=O)[O-])cn2)cc1 | -5% | 0.2 | -1% | -6% | -8% | 3% | -5% | -3% | -5%
COC(=O)Cn1cnc(=O)c(C#N)c1/C=C/N(C)C | 2% | 1.5 | -4% | 9% | 37% | 11% | -3% | -5% | -7%
Cc1ccc(-n2ncc3c2CC(C)(C)CC3NC(=O)c2cc[n+]([O-])cc2)cc1 (stereo not drawn) | -20% | 0.2 | -3% | 2% | 33% | 9% | 2% | -1% | -7%
COc1ccc(N2CCN(C(=O)Cn3c(-c4cccs4)cc4ccccc43)CC2)cc1 | -23% | -0.6 | -3% | -3% | 0% | . | 0% | 5% | 3%

Individual results from the results shown:
Value of `O=C(Nc1ccc(C(=O)N2CCOCC2)cc1)c1cccs1` in Anesthetic bind: -8%
Value of `O=C(N/N=C/c1cn(-c2ccccc2)nc1-c1cccnc1)c1cccnc1` in Anesthetic bind: -9%

Next section.
SMILES | 12-LOX inh | TRHR ag | BLM helicase inh | POLI inh | POLB inh | APE1 inh | ERG Ets-DNA blk | Anesthetic bind | Pol kappa inh
Cc1ccc(C(=O)c2cn(Cc3cccc(C)c3)c3nc(C)ccc3c2=O)cc1 | 0% | 0.9 | -11% | 16% | -15% | . | -1% | ? | -10%
CCn1c(=O)n(-c2ccc(F)c(Cl)c2)c(=O)c2c3c(sc21)CN(C(C)=O)CC3 | -5% | 0.0 | -2% | ? | -23% | . | -8% | -15% | -6%
Cc1noc(C)c1COC(=O)[C@H](C)NS(=O)(=O)c1ccc(Cl)c(Cl)c1 | -3% | -0.3 | -1% | 3% | -1% | 0% | -7% | -10% | 0%
CN(C(=O)CSc1nc2ncccc2o1)c1ccc(F)cc1 | 2% | 0.0 | 0% | 0% | 1% | . | 7% | -1% | -21%
N#CC(C#N)=Cc1cc2ccccc2nc1N1CCCCC1 | -20% | 0.3 | ? | 43%[activator] | 0% | 0% | 28% | ? | -24%
O=C(CN1CCC(NC(=O)Cc2ccccc2)CC1)Nc1cccc2ccccc12 | -21% | -0.5 | 1% | 11% | 10% | -3% | . | -9% | -5%
COc1cc(SC)ccc1C(=O)NNC(=O)C1COc2ccccc2O1 (stereo not drawn) | -7% | . | . | 59%[activator] | . | -12% | 4% | . | -11%
O=C(NCCCN1CCOCC1)C(=O)NCC1OCCN1S(=O)(=O)c1ccc(Br)cc1 (stereo not drawn) | -9% | 0.2 | -2% | 33%[activator] | -9% | 13% | 6% | -7% | -7%
COc1ccc(-c2csc3ncn(Cc4ccccc4)c(=O)c23)cc1 | 2% | 0.1 | -5% | -6% | -2% | 58%[activator] | 0% | 53%[activator] | -11%
Cc1cc(C)nc(SC2CC(=O)N(c3ccc(C)c(C)c3)C2=O)n1 (stereo not drawn) | 10% | 0.2 | -5% | 10% | 16% | 2% | 2% | -8% | -1%
CCOC(=O)N1CCN(S(=O)(=O)c2ccc(C(=O)N(CCCN(C)C)c3nc4c(C)c(C)ccc4s3)cc2)CC1 | ? | 0.2 | . | 18% | . | 10% | -3% | . | -19%
O=C(NCc1cccc(Br)c1)C1CC2Cn3c(nc4ccccc43)C2N1Cc1ccccc1 (stereo not drawn) | 0% | . | . | -14% | . | . | 23% | . | 12%
O=C(Oc1cccnc1)c1ccc([N+](=O)[O-])cc1 | -18% | 0.2 | 4% | 27% | 41% | 0% | -10% | -10% | -20%
COc1ccc(-c2ccc(C(C)=O)cc2)cc1C1C2C=CCC(C)C2C(=O)N1Cc1ccccc1 (stereo not drawn) | . | . | -15% | -9% | . | 2% | . | ? | 13%
Cc1ccccc1CNC(=O)CCn1nc(C)c2c(C)n(-c3ccccc3)nc2c1=O | 10% | -0.1 | 1% | 32%[activator] | 23% | 29% | -12% | -4% | 1%
COc1ccc2c(c1)nc(SCC(=O)c1cccs1)n2C | -19% | -0.6 | 0% | 3% | 0% | -3% | . | -7% | -4%
CCCOc1ccc2nc(C)c(CCC)c(SC(=N)N)c2c1 | 0% | -0.7 | -2% | ? | -9% | 0% | 1% | 7% | -7%
COc1ccc(CNC(=O)COC(=O)c2ccc(C)c(S(=O)(=O)N3CCOCC3)c2)cc1OC | 18% | -0.5 | . | 33%[activator] | . | -12% | 3% | . | -5%
CCOC(=O)CN(C(=O)c1ccccc1[N+](=O)[O-])C(C)(C)C | 0% | 0.0 | -1% | 43%[activator] | -1% | -2% | 0% | -3% | 2%
O=C(NCCc1ccc(Cl)cc1)c1ccc2c(c1)nc1n2CCOC1 | -25% | 0.1 | 0% | 2% | 41%[activator] | . | 0% | 3% | -4%[60.1 µM]

Compound profiles, from the list above:
CN(C(=O)CSc1nc2ncccc2o1)c1ccc(F)cc1 is listed as 12-LOX inh = 2%; TRHR ag = 0.0; BLM helicase inh = 0%; POLI inh = 0%; POLB inh = 1%; APE1 inh = .; ERG Ets-DNA blk = 7%; Anesthetic bind = -1%; Pol kappa inh = -21%
CCOC(=O)N1CCN(S(=O)(=O)c2ccc(C(=O)N(CCCN(C)C)c3nc4c(C)c(C)ccc4s3)cc2)CC1 is listed as 12-LOX inh = ?; TRHR ag = 0.2; BLM helicase inh = .; POLI inh = 18%; POLB inh = .; APE1 inh = 10%; ERG Ets-DNA blk = -3%; Anesthetic bind = .; Pol kappa inh = -19%

Other structures.
SMILES | 12-LOX inh | TRHR ag | BLM helicase inh | POLI inh | POLB inh | APE1 inh | ERG Ets-DNA blk | Anesthetic bind | Pol kappa inh
Cc1c(C(=O)N2CCc3ccccc3C2)oc2ccc(Br)cc12 | -3% | 0.0 | . | 10% | . | -3% | 11% | . | -5%
CC(C)CC1Nc2ncnc(N3CCCCC3)c2N(Cc2ccc(Br)cc2)C1=O (stereo not drawn) | -15% | 0.4 | . | ? | . | 49%[activator] | 4% | . | -15%
CCOC(=O)c1c(C)oc2c(Cl)cc(NS(=O)(=O)c3ccc(Cl)c(C)c3)cc12 | -26% | -1.0 | -13% | 19% | 0% | . | 7% | -5% | 5%
CN1CCN(CCCNC(=O)c2ccc(/C=C3\Oc4ccccc4N(Cc4ccccc4F)C3=O)cc2)CC1 | -22% | -1.1 | 61%[activator] | -7% | 3% | -6% | -7% | 1% | -15%
O=C(NCc1ccco1)c1ccc2c(c1)N(Cc1ccc(F)cc1)C(=O)c1ccccc1S2=O (stereo not drawn) | -18% | 0.5 | -8% | -11% | 12% | . | -4% | -5% | -10%
CC[n+]1ccc(C)c2cc(SC(F)(F)F)ccc21 | . | 3.8 | -8% | 10% | 6% | 11% | 20% | -18% | 3%
CC(=O)C1CCC2C3CCC4=CC(=O)C=CC4(C)C3C(=O)CC12C (stereo not drawn) | 1% | . | . | 25% | . | . | -4% | . | -14%
O=C(O)c1ccccc1C(=O)Nc1ccc(-n2ccc(C(F)(F)F)n2)cc1 | 13% | 0.6 | 0% | -17% | 28% | -4% | 4% | ? | 7%
CCN1CCN(c2ccc(Cl)cc2NC(=O)c2ccc(-n3nc(C)cc3C)cc2)CC1 | 313%[activator] | 0.0 | . | -10% | . | 8% | -13% | . | -5%

Bioassay records (PubChem)

These rows are one share of the data, so the mix of outcomes need not match the whole.
